CCR6 antag – blocks CCL20-driven beta-arrestin recruitment at human CCR6; AID 493098; CHO-K1 CCR6 PathHunter beta-arrestin, luminescence, CCL20-stimulated; inhibition, % at 20 µM; actives 0.49% (n = 340,000); P51684;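 active means compounds whose inhibition of the agonist-driven luminescence signal at 20 µM reaches about 50%, limit read from the data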;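 further: cells stimulated with CCL20 at 14 nM final; plate controls were DMSO with CCL20 for no effect and DMSO without agonist for full effect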
697 NFkB inh – inhibitors of the PMA/ionomycin-induced NF-kB reporter in 697 B cells. 697 B-cell NF-kB luciferase reporter, 16 h. inhibition, % at 4 µM. actives 0.33% (n = 330,000); in the data active means inhibition above about 35%
EBI2 block – EBI2 (human) antagonism; inhibition, % at 5 µM; P32249; actives 0.81% (n = 360,000); EBI2 beta-arrestin recruitment, luminescence, 7a,25-OHC stimulated; in the data active means inhibition above about 38%;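 further: enzyme fragment complementation signal reports receptor beta-arrestin coupling in cells; 0% = agonist plus DMSO wells and 100% = wells without agonist; some results beyond the cut were filed as inactive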
Target sequence (P32249 whole entry, looked up, the tested form may be a part): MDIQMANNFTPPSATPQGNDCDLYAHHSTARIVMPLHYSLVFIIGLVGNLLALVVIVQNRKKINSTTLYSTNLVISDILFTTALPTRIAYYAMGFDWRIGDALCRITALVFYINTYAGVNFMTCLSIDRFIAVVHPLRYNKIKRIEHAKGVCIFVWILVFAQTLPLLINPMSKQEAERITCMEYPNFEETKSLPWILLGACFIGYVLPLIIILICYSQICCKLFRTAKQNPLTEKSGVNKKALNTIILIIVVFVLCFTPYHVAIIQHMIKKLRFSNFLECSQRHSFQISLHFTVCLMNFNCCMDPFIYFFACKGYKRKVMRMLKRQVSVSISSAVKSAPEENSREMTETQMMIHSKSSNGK
Apaf-1 inh – inhibitors of human Apaf-1 apoptosome; O14727; actives 0.71% (n = 330,000); inhibition, % at 20 µM; AID 489030; reconstituted apoptosome caspase-3 activity, DEVD-Rh110 fluorescence; active means inhibition of at least 40% at 20 µM;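 further: plate controls were DMSO wells for no effect and DEVD-CHO caspase inhibitor wells for full effect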
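Material: reconstituted apoptosome with Apaf-1, cytochrome c, caspase-9, procaspase-3, dATP; medium: pH 7.5 Hepes buffer with CHAPS, BSA, DTT; also added: cytochrome c and DEVD-Rh110 substrate; timing: 30 min plus 50 min, RT; signal: Rh110 fluorescence intensity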
Gli-Sufu antag – Gli-Sufu pathway antagonism. Sufu-KO-LIGHT fibroblasts, Gli luciferase reporter luminescence. inhibition, % at 5 µM. actives 0.74% (n = 340,000). AID 588413;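 active means inhibition above about 55%, limit read from the data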;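 further: 0% = DMSO-treated cells and 100% = wells with medium but no cells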
SENP8 block – SENP8 protease inhibition; Q96LD8; purified SENP8, Z-RLRGG-aminoluciferin cleavage, luminescence; inhibition, % at 10 µM; actives 1.2% (n = 330,000)
Target sequence (Q96LD8 whole entry, looked up): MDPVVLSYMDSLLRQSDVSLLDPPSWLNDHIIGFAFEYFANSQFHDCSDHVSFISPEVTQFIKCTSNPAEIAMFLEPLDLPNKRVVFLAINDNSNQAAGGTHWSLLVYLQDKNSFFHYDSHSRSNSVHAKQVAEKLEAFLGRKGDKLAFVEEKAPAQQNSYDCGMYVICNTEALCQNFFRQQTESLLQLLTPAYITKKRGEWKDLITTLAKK
UBC13 polyUb – blocks human UBC13 polyubiquitin chain formation; actives 0.47% (n = 330,000); AID 485273; P61088; TR-FRET; inhibition, % at 20 µM; in the data active means inhibition above about 45%, passing the limit was not always enough; inconclusive means no clear call, values can overlap the other calls
Target sequence (P61088 whole entry, looked up): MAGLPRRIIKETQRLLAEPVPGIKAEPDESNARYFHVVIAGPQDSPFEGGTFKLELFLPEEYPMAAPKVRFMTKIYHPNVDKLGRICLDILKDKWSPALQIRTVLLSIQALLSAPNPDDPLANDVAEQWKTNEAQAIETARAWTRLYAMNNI
Jurkat NFkB inh – lowers PMA/ionomycin-induced NF-kB signal in Jurkat cells; PMA/ionomycin-induced NF-kB luciferase reporter, luminescence; inhibition, % at 4 µM; actives 0.53% (n = 330,000)
* hit, by the source's call; ? = inconclusive; nt = not tested or not shown. Unless noted, no stated cut-off is given here; in the data, active means inhibition above about 50%; inactive means the rest. This is a subset; rates above refer to the full screens.

SMILES	CCR6 antag	697 NFkB inh	EBI2 block	Apaf-1 inh	Gli-Sufu antag	SENP8 block	UBC13 polyUb	Jurkat NFkB inh
O=C(O)c1ccc(N/N=C/C2=C(N3CCOCC3)C(=C\c3ccccc3)/CC2)cc1	0	-2	7	5	2	-7	-15	-16
CCCCCC(O)(c1ccc(OC)cc1)C(CN1CCOCC1)c1ccccc1 (stereo not given)	9	13	3	24	1	2	7	5
C[C@H](NC(=O)c1ncn(Cc2ccccc2)c1C(=O)N[C@@H](C)c1ccccc1)c1ccccc1	25	-10	33	22	0	-15	-6	-9
CSc1ncc(CN2CCN(CCC(C)C)C(CCO)C2)cn1 (stereo not given)	-7	-1	0	-5	30	4	-11	5
O=C(NCc1ccccc1)N[C@@H](Cc1c[nH]c2ccccc12)C(=O)O	-5	-11	-4	15	1	0	-10	2
Cc1ccc(NS(=O)(=O)c2ccc(Cl)c(N=Nc3c(O)[nH]c(=O)[nH]c3=O)c2)cc1Cl	16	9	3	6	-17	9	-90	-6
Cc1ccc(S(=O)(=O)NC(=O)Nc2ccc(C)cn2)cc1	6	-4	-11	5	12	6	0	1
CC(C)c1ccc2occ(-c3nn[nH]n3)c(=O)c2c1	-3	-9	-14	4	-3	-15	-10	-6
CC(C)C(NC(=O)C1CC(=O)N(Cc2ccccc2)C1)c1nc2ccccc2[nH]1 (stereo not given)	7	1	-10	-3	1	9	1	-3
COc1ccc(CNC(=O)C2(CC(=O)NC(C)(C)C)CCCC2)cc1	6	11	-1	0	4	-3	5	-8
Cc1cc(OC(C)C(=O)NCc2ccccn2)c2c(C)cc(=O)oc2c1 (stereo not given)	18	6	-1	9	0	-5	7	-14
COc1ccc(OC)c(S(=O)(=O)Nc2cc3c4c(c2)CC(=O)N4CCC3)c1	7	15	1	13	8	1	3	-18
O=C(CCSc1nc(-c2ccc3c(c2)OCO3)cc(C(F)(F)F)n1)NCc1ccccc1	8	-18	10	26	11	-4	?	-1
CN(c1ccccc1)S(=O)(=O)c1ccc2[nH]c(=O)[nH]c2c1	11	7	2	5	-1	11	0	3
Cc1cnn(C(=O)c2ccccc2Br)c1	19	11	nt	-11	-3	-3	3	-3
CC[C@H](C)[C@@H](C(=O)N1CCNCC1)n1cc([C@@H](N)CC(C)C)nn1	8	13	-9	2	-5	-4	1	12
O=C(O)c1ccc(Nc2nc(-c3cccnc3)nc3ccccc23)cc1	nt	14	nt	3	nt	12	7	22
N#Cc1ccccc1OCC(=O)NC(N)=O	10	24	1	-8	-10	2	4	-2
O=C(COc1ccc(F)cc1)Nc1cc(S(=O)(=O)N2CCCCC2)ccc1N1CCCCC1	19	6	8	33	41	6	-17	18
CC(C)N1CCC(n2nccc2NC(=O)c2ccc3c(c2)OCO3)CC1	2	0	-2	5	2	-2	-2	8
CCOc1ccccc1CN1CCC(n2nccc2NC(=O)C2CCCC2)CC1	16	5	-15	8	13	-6	1	15
CC(C)(C)c1ccc(S(=O)(=O)Nc2noc3ccccc23)cc1	5	9	-15	12	-8	6	-6	6
CCOC(=O)N1CCN(C(=O)c2cc(COc3cccc(C(C)=O)c3)on2)CC1	4	-29	8	-9	-2	-5	-9	-29
CCn1c(SCC(=O)N2CCCCC2C)nc2ccsc2c1=O (stereo not given)	5	6	-6	-14	-2	-4	18	3
CC(=O)c1ccc(NC(=O)c2sc3nc4n(c(=O)c3c2C)CCCCC4)cc1	0	-39	1	-3	4	-6	-7	-28

One compound at a time (already shown).
Record of `O=C(CCSc1nc(-c2ccc3c(c2)OCO3)cc(C(F)(F)F)n1)NCc1ccccc1` → CCR6 antag = 8; 697 NFkB inh = -18; EBI2 block = 10; Apaf-1 inh = 26; Gli-Sufu antag = 11; SENP8 block = -4; UBC13 polyUb = ?; Jurkat NFkB inh = -1
Record of `C[C@H](NC(=O)c1ncn(Cc2ccccc2)c1C(=O)N[C@@H](C)c1ccccc1)c1ccccc1` → CCR6 antag = 25; 697 NFkB inh = -10; EBI2 block = 33; Apaf-1 inh = 22; Gli-Sufu antag = 0; SENP8 block = -15; UBC13 polyUb = -6; Jurkat NFkB inh = -9

3 entries drawn at random from those above, as already listed:
SMILES	CCR6 antag	697 NFkB inh	EBI2 block	Apaf-1 inh	Gli-Sufu antag	SENP8 block	UBC13 polyUb	Jurkat NFkB inh
C[C@H](NC(=O)c1ncn(Cc2ccccc2)c1C(=O)N[C@@H](C)c1ccccc1)c1ccccc1	25	-10	33	22	0	-15	-6	-9
Cc1cnn(C(=O)c2ccccc2Br)c1	19	11	nt	-11	-3	-3	3	-3
CN(c1ccccc1)S(=O)(=O)c1ccc2[nH]c(=O)[nH]c2c1	11	7	2	5	-1	11	0	3

Next records:
SMILES	CCR6 antag	697 NFkB inh	EBI2 block	Apaf-1 inh	Gli-Sufu antag	SENP8 block	UBC13 polyUb	Jurkat NFkB inh
Cc1cc(C)cc(N2CC(C(=O)Nc3cc(C)on3)CC2=O)c1 (stereo not given)	13	3	0	7	23	-3	0	13
O=C(Nc1ccc(N2CCN(Cc3ccccc3)CC2)cc1)c1ncn[nH]1	13	-18	3	-1	4	12	4	1
Cc1nc(C)c(-c2csc(Nc3cccc(O)c3)n2)s1	-20	-54	40	8	-5	2	2	-61
CCOC(=O)C1CCCN(c2c(NCCN(C)Cc3ccccc3)c(=O)c2=O)C1 (stereo not given)	5	16	3	6	-12	9	2	9
CCOC(=O)c1c(NC(=O)CSc2n[nH]c(N)n2)sc(CC)c1C	3	-33	3	12	25	7	6	-19
COCCNC(=O)CSc1nc2cc3c(cc2c(=O)n1CCCC(=O)NCc1ccc(OC)cc1)OCO3	12	19	6	-5	6	4	-10	-23
CC(=O)c1cc(-c2ccccc2)n(CC(=O)NC2CCCC2)c1C	5	1	-38	-1	0	-3	0	4
O=C(N/N=C/c1ccc(O)c([N+](=O)[O-])c1)C(O)(c1ccccc1)c1ccccc1	17	0	3	1	3	-5	-31	-4
Cc1ccc(-c2ccc(S(=O)(=O)Nc3cccnc3)cc2)cc1	7	-18	9	-16	0	5	-6	9
CC(=O)N1CCN(C(=O)c2cc(C)nc3ccccc23)CC1	19	9	-12	-5	-31	-4	14	6
CCCCn1c(N)c(N(Cc2ccccc2OC)C(=O)C2=COCCO2)c(=O)[nH]c1=O	5	-8	5	3	-9	2	-3	-13
COC(=O)c1c(NC(=O)/C=C/C(=O)O)sc(C)c1-c1ccc(C)c(C)c1	14	3	-11	12	-4	0	-6	9
COc1ccc(C(=O)CSc2nc(C)cc(=O)[nH]2)cc1	-4	1	-19	3	-6	-11	0	-16
CC(c1ccccc1)C1C(C#N)=C(N)OC2=C1C(=O)CC(C)(C)C2 (stereo not given)	0	-15	5	-3	6	5	9	1
Cc1cc(CN(C)C(=O)C2CCC(=O)N(CCc3cccc(F)c3)C2)on1 (stereo not given)	-5	15	-2	-1	-2	1	4	-1
Cc1cc(N(C)C)nc(SC(C)C)n1	38	-7	-9	8	-1	-9	-2	7
COc1ccc(C(CNC(=O)c2oc3ccc(OC)cc3c2C)N2CCCC2)cc1 (stereo not given)	25	-24	-7	16	48	-18	43	9
O=C(CSc1nc2sccc2c(=O)[nH]1)N1CCN(c2ccccc2)CC1	9	-26	-5	2	5	-1	0	7
CCN(CC)C(=O)CSc1nc2c(sc(=S)n2-c2ccccc2)c(=O)n1-c1ccccc1OC	15	9	7	17	26	9	0	5
CC(C)CC(=O)Nc1ccccc1-c1nnn(CC(=O)N2CCOCC2)n1	1	14	13	-15	10	-2	7	6
COC(=O)c1cc(OC)c(OC)cc1NC(=O)CCC1CCCC1	18	20	7	13	-11	1	8	1
CC(c1nc2ccccc2o1)N1C(=O)c2ccccc2C1=O (stereo not given)	1	11	-11	-3	-3	2	3	11
COC(=O)N(C)c1ccccc1C(=O)N1CCOCC1	1	15	5	-21	-14	1	-1	-6
Cc1cccc(CN2CCN(c3nc4nonc4nc3NC3CC3)CC2)c1	6	8	11	-2	12	6	-1	16
COc1ccc(OC)c(CNC(=O)CCNC(=O)Cn2ccc3ccccc3c2=O)c1	-9	-37	-9	-3	-1	-9	-11	-21

(listing goes on)
SMILES	CCR6 antag	697 NFkB inh	EBI2 block	Apaf-1 inh	Gli-Sufu antag	SENP8 block	UBC13 polyUb	Jurkat NFkB inh
CCc1nnc(NC(=O)CSc2nnc(Cc3cc(=O)[nH]c(=O)[nH]3)n2-c2ccc(OC)cc2)s1	5	-3	-10	-6	0	2	-7	0
Cc1cc(OC2CCCCC2)nc(-c2ccccc2O)n1	-12	10	3	5	-3	-1	7	-3
CC(=O)N1CCN(C(=O)c2ccc(OC3CCN(Cc4ccccn4)CC3)cc2)CC1	3	-12	-10	1	5	3	-3	2
Cn1c(C(=O)N2CCC(C(=O)N3CCOCC3)CC2)cc2sccc21	-3	14	-5	-7	7	1	4	9
O=C(COC(=O)c1cccc(S(=O)(=O)N2CCN(c3ccc(F)cc3)CC2)c1)NCC1CCCO1 (stereo not given)	4	24	-3	-5	6	-3	8	9
S=c1nc(NCc2cccc(Cl)c2)c2ccccc2[nH]1	2	4	-8	12	-4	4	9	-6
CC(=O)Nc1ccc(NC(=O)CN2CCN(c3ccccn3)CC2)cc1	1	12	-16	-2	7	3	-5	3
CCN(C[C@H]1N[C@@](Cc2ccccc2)(C(=O)OC)[C@H]2C(=O)N(Cc3ccccc3)C(=O)[C@@H]12)C(=O)c1ccc(F)cc1	19	-23	13	23	15	12	4	-15
CCC(C)(C)NC(=O)c1sccc1Oc1ccc(F)cc1[N+](=O)[O-]	6	-21	5	23	5	7	-13	1
CCOc1ccc(S(=O)(=O)N2CCC(C(=O)Nc3cccc(NC(C)=O)c3)CC2)cc1	8	2	10	-2	-9	1	4	-18
NS(=O)(=O)c1ccc(N2N=C(c3ccccc3)CC2c2cccc(Br)c2)cc1 (stereo not given)	30	5	12	40	1	nt	nt	nt
CC1=C(CC(=O)O)c2cc(F)ccc2C1=Cc1ccc(S(C)(=O)=O)cc1	5	6	-1	9	-1	-7	-21	-11
NC(=O)COc1ccccc1/C=C1/SC(=O)N(CC(=O)N2CCc3ccccc3C2)C1=O	33	10	21	-6	12	3	-1	5
CCOC(=O)C(=O)NCc1ccc(/C=C2/N=C(C)C(C(=O)OCC)=C2O)o1	8	7	1	-5	-5	-1	-14	2
COC(=O)CN(c1ccccc1F)S(=O)(=O)c1ccccc1	22	7	-2	2	0	-2	4	-11
CC(=O)c1sc(NC(=O)c2ccco2)nc1-c1ccccc1	12	-63	3	13	-55	-15	-10	-14
Nc1nc(-c2ccc(Cl)cc2)nn1C(=O)c1cccs1	-1	-11	-2	-25	0	-13	-9	-17
c1ccc(CN2CCOCCOCCOCC2)cc1	1	6	6	-9	8	0	2	-1
COc1ccccc1-n1c(SC(C)C(=O)NCC2CCCO2)nc2cc(Cl)ccc2c1=O (stereo not given)	30	10	13	22	5	12	4	11
CCOc1ccc(-n2nnc3c(=O)n(CC(=O)NCc4ccco4)cnc32)cc1	-2	16	1	-8	4	-9	-2	7
CC(=O)Nc1cccc(NC(=O)C2CC(=O)N(CCc3ccc(F)cc3)C2)c1 (stereo not given)	-5	-1	-1	3	-10	3	1	12
N#CCOc1coc(CN2CCN(c3ccccc3)CC2)cc1=O	5	13	-2	-8	-14	0	10	4
CN1/C(=C\C(=O)COC(=O)c2ccco2)C(C)(C)c2ccccc21	9	8	2	5	12	0	0	6
COCCCN(Cc1ccco1)C(=O)Cn1ncc2c(=O)oc3ccc(C)cc3c21	11	-7	55*	10	5	-6	1	7
COc1ccccc1N1CCN(Cc2ccc(-c3ccccc3[N+](=O)[O-])o2)CC1	7	-32	-4	24	8	19	-27	-4
COc1ccccc1NC(=O)Cn1ccn(-c2cccc3ccccc23)c(=O)c1=O	7	11	-4	13	-15	-4	-1	15
c1ccc(-n2nnnc2N2CCOCC2)cc1	7	6	-11	-11	95*	2	4	5
Cc1cccn2c(=O)c(C=O)c(N3CCCCC3)nc12	11	9	-4	7	-5	-2	16	-22
COc1cccc(-c2ccc(C#N)c(SCC(=O)NCCc3cccc(Cl)c3)n2)c1	8	-10	15	-6	13	5	7	9
COc1ccc(CCN2CC(C(=O)NCCc3cccnc3)CCC2=O)cc1 (stereo not given)	-4	14	-5	-7	-2	2	2	-3

From PubChem BioAssay
